# Her2 expr inh: inhibitors of Her2 protein expression, primary screen, SKBR-3 cells, AlphaScreen, 66K library; Receptor tyrosine-protein kinase erbB-2 (Homo sapiens), P04626; SKBR-3 HER2 protein level, 18-24 h; hits give low values; HER2 level % of control, % at 10 µM; 65,000 compounds, 0.69% hits;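 active = HER2 level under 5% of the carrier-only control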;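 also: 100% = DMSO carrier and 0% = 500 nM PU-H71 HSP90 inhibitor; lower value means stronger loss of Her2 protein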
# Hsp90 inh: tumor Hsp90 inhibitors, primary screen, cell lysate, fluorescence polarization, NCI-N417 lysate | Heat shock protein HSP 90-alpha (Homo sapiens), P07900 | Cy3B-geldanamycin FP displacement | inhibition, % at 30 µM | 64,000 compounds, 0.35% hits | AID 429, 2006;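 active = inhibition above 50%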;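 also: 0% = tracer plus lysate wells and 100% = tracer alone without lysate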
# TNAP act DEA: human TNAP enzyme activators, primary screen, biochemical, luminescent, intermediate phosphate acceptor level; 64,000 tested, under 10 active; purified TNAP, CDP-star luminescence, 100 mM DEA, 30 min; hits give high values; scale: 0 levamisole-inhibited, 1 vehicle-only enzyme; AID 813, 2007; activation factor at 20 µM;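 active = activation factor of at least 2 at 20 µM, relative to controls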
# Cdc25B block: inhibitors of Cdc25B phosphatase catalytic domain, primary screen, biochemical, OMFP fluorescence | M-phase inducer phosphatase 2 (Homo sapiens), P30305 | recombinant Cdc25B, OMFP fluorescence Ex485/Em525 | inhibition, %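 (compounds tested at 10 µM final in the well)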 | 65,000 compounds, 0.1% hits | AID 368, 2006; in the data active = inhibition above about 50%
# Target sequence (P30305 whole entry, looked up, the tested form may be a part): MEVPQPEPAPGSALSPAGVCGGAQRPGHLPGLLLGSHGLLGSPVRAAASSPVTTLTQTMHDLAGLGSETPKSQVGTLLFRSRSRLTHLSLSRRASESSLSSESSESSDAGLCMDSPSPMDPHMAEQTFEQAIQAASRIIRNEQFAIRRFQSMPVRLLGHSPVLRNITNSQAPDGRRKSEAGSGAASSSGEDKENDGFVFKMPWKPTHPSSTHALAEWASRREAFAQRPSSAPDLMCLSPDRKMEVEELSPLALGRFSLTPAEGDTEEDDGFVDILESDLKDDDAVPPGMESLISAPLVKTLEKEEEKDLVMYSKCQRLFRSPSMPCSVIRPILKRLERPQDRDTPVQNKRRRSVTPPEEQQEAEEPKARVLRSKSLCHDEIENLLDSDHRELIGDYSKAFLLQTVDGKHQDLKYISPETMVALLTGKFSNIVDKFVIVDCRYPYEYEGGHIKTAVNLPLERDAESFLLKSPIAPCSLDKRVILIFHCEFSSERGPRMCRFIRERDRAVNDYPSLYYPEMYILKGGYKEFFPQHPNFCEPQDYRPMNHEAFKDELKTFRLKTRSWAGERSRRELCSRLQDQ
# DUSP1 inh: MKP-1 phosphatase inhibitors, primary screen, biochemical, in vitro | recombinant MKP-1, OMFP hydrolysis fluorescence | inhibition, %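 (compounds tested at a single concentration somewhere between 10 and 100 µM)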 | 65,000 compounds, 0.15% hits | AID 374, 2006;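 active = inhibition above about 50%, limit read from the data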;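 also: 0% = DMSO max control wells and 100% = wells with enzyme stopped by NaOH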
# D1 mod: D1 CRE-luciferase signal change, two-sided – cell-based, HEK293 D1, dopamine EC30, D1 allosteric modulator project, primary screen; D(1A) dopamine receptor (Homo sapiens), P21728; dopamine EC30 potentiation; actives deviate in either direction; B-score at 10 µM; 58,000 compounds, 5.9% hits; AID 641, 2007;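 active = luminescence count or its row- and column-corrected plate score outside the 99.7% band of the plate's sample wells, on either side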
# RORA act: activators of orphan receptor RORA, primary screen, cell-based, luminescence; Nuclear receptor ROR-alpha (Homo sapiens), P35398; CHO-K1 Gal4-RORA LBD luciferase reporter; percent increase over mock-subtracted basal signal; activation, % at 10 µM; 65,000 compounds, 1.5% hits; AID 560, 2006;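 active = activation above the mean of all tested compounds plus 3 SD, cut at about 49% in these data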;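 also: 0% = DMSO-treated RORA cells and 100% = added signal equal to DMSO minus mock-transfected cells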
# FXIIa mix inh: human factor XIIa inhibitors, primary screen, biochemical, pooled compound mixtures, fluorogenic substrate. Coagulation factor XII (Homo sapiens), P00748. purified FXIIa. inhibition, % at 5 µM. 62,000 compounds, 0.2% hits; in the data active = inhibition above about 20%, passing the limit was not always enough;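 also: 0% = enzyme without compound and 100% = no enzyme blank; some results filed as inactive read as strong as hits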
# SF-1 act: activators of human SF-1, primary screen, cell-based, CHO-K1, Gal4-SF-1 LBD, luciferase luminescence. CHO-K1 Gal4-SF-1 LBD luciferase reporter; % increase over DMSO SF-1-specific signal. activation, % at 10 µM. 65,000 compounds, 1.9% hits. AID 522, 2006;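 active = activation above the mean activation of all tested compounds plus 3 SD, cut at about 50% in these data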
# Target sequence (Q13285 whole entry, looked up, the tested form may be a part): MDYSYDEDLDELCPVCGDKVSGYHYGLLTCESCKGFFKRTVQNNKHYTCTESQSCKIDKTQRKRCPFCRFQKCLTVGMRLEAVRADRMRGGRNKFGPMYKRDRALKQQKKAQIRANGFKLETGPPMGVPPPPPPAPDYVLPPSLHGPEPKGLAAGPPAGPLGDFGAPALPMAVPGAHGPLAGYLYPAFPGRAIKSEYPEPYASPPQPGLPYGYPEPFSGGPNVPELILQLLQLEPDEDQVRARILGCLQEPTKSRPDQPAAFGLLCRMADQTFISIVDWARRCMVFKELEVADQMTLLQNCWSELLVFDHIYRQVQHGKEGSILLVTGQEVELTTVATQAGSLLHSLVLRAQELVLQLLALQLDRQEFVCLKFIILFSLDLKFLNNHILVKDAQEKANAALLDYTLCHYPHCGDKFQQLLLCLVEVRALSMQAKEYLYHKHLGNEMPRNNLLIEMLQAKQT
#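 Compound – one dose, 10 µM compound, 1% DMSO · Test system – transient Gal4-SF-1 LBD reporter, CHO-K1 · Input – 4,000 cells in each well · Read-out basis – percent activation relative to DMSO median and mock-transfected background · Replicates – single measurement per compound · Technique – steady-glow luciferase luminescence, read after 15 min reagent incubation · Timing – 20 h compound treatment, 37 °C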
# An asterisk follows results filed as active; · = no result given.
SMILES,Her2 expr inh,Hsp90 inh,TNAP act DEA,Cdc25B block,DUSP1 inh,D1 mod,RORA act,FXIIa mix inh,SF-1 act
Cc1noc(C)c1S(=O)(=O)N1CCC(C(=O)NCCN2CCC(C)CC2)CC1,114,-6,1,-9,-13,·,1,6,-3
CSc1ccccc1NC(=O)c1cc(-c2cccs2)on1,43,-3,0.9,-16,-1,-1.4,19,5,23
COc1ccc(N2C(=O)CSC23C(=O)Nc2ccccc23)cc1OC (configuration not stated),94,-8,0.9,-16,-4,0.17,-2,9,11
COc1ccc(N(C(=O)c2ccco2)C(C(=O)NC2CCCC2)c2ccc(N(C)C)cc2)cc1OC (configuration not stated),80,2,0.9,21,25,-0.33,-7,0,12
O=c1c2cccc3c(N4CCOCC4)ccc(c32)c2nc3ccccc3n12,52,20,1.1,-8,8,-1,8,3,44
COc1ccc(N2CCN(Cc3cc(=O)oc4cc(C)c(Cl)c(C)c34)CC2)cc1,74,-2,0.9,0,5,-1.1,-20,5,-4
COc1ccc(C(=O)NC2CCN(C(=O)NC3CCCCC3)CC2)cc1,78,1,0.9,-6,-7,0.13,0,2,6
CCOC(=O)C1CCN(C(=O)CC(NS(=O)(=O)c2ccc(OC)cc2)C(C)C)CC1 (configuration not stated),99,-1,1.1,-3,-2,-0.1,2,-16,2
CCN(CC)C(=O)C(C)N(C#N)c1nc(NC(C)C)nc(NC(C)C)n1 (configuration not stated),63,·,0.9,-11,16,1.5,11,2,-21
CC(C)(C)c1[nH]nc2c1C(Cc1ccccc1)C(C#N)=C(N)O2 (configuration not stated),85,-2,0.9,5,22,-0.58,-11,3,1
CCCn1nc(C(=O)NCCN2CCOCC2)c2ccccc2c1=O,131,-2,0.9,-6,23,-1.1,1,1,5
COc1ccc(C(=O)N2CCCCC2)cc1S(=O)(=O)Nc1ccccc1,95,1,0.9,-9,8,·,2,44,7
CCn1c(-c2cc(OC)c(OC)c(OC)c2)n[nH]c1=S,130,-1,0.8,-6,-15,0.38,-19,5,1
CCCC1C2CN(C(C)C)CC=C2C(C#N)=C(N)C1(C#N)C#N (configuration not stated),144,7,0.8,-12,3,0.29,-5,6,-4
Cc1ccc(S(=O)(=O)NC2=NCN(CCN3CCOCC3)CN2)cc1,90,0,1,-1,-5,-0.43,-13,5,6
O=c1c(N2CCOCC2)nsnc1N1CCOCC1,100,-1,0.9,-6,4,0.031,3,2,-3
CCCC(=O)Nc1nn(C)c2nc3cc(C)ccc3cc12,92,0,1,1,-8,0.33,-8,18,-27
CCCn1c(=O)c2ccccc2n2c(SCN3C(=O)c4ccccc4C3=O)nnc12,113,-3,1,-8,5,-2,-14,7,-8
COc1cccc(CN(C(=O)c2ccco2)C(C(=O)NC2CCCC2)c2cccnc2)c1 (configuration not stated),100,0,1,-6,0,·,2,4,1
O=C(CC(c1ccco1)C1CCCCC1=O)c1ccco1 (configuration not stated),92,-3,0.9,0,5,-0.087,-16,-12,-2
Cc1ccc(-c2nnc3sc(-c4ccncc4)nn23)cc1,96,-4,0.9,4,11,2.5,-3,1,-15
Cc1cc(C(C)(C)C)oc1C(=O)Nc1ccc(CC(=O)O)cc1,84,-2,0.9,-4,3,-0.8,-28,-16,-4
COc1cc(S(=O)(=O)n2nnc3ccccc32)c(OC)cc1Cl,83,2,0.9,-10,2,-2.6,-6,6,-3
Cc1ccc(OCc2nnc(NC(=O)Cc3cccs3)s2)cc1,66,-19,1,6,29,0.79,-9,5,28
Cc1c(C(Nc2ccccn2)c2ccccc2)c(=O)n(-c2ccccc2)n1C (configuration not stated),121,2,0.9,-29,-23,·,-10,·,2

# 3 of the entries above in order of the Cdc25B block value, descending:
SMILES | Cdc25B block
COc1ccc(N(C(=O)c2ccco2)C(C(=O)NC2CCCC2)c2ccc(N(C)C)cc2)cc1OC (configuration not stated) | 21
COc1ccc(N2CCN(Cc3cc(=O)oc4cc(C)c(Cl)c(C)c34)CC2)cc1 | 0
CCCC1C2CN(C(C)C)CC=C2C(C#N)=C(N)C1(C#N)C#N (configuration not stated) | -12

# Just SF-1 act, for 2 of the compounds above:
molecule	SF-1 act
COc1ccc(C(=O)NC2CCN(C(=O)NC3CCCCC3)CC2)cc1	6
O=c1c2cccc3c(N4CCOCC4)ccc(c32)c2nc3ccccc3n12	44

# Entries of single compounds as entered above:
# `COc1ccc(C(=O)N2CCCCC2)cc1S(=O)(=O)Nc1ccccc1` across the screens: Her2 expr inh = 95; Hsp90 inh = 1; TNAP act DEA = 0.9; Cdc25B block = -9; DUSP1 inh = 8; D1 mod = ·; RORA act = 2; FXIIa mix inh = 44; SF-1 act = 7
# `COc1cccc(CN(C(=O)c2ccco2)C(C(=O)NC2CCCC2)c2cccnc2)c1` (configuration not stated) across the screens: Her2 expr inh = 100; Hsp90 inh = 0; TNAP act DEA = 1; Cdc25B block = -6; DUSP1 inh = 0; D1 mod = ·; RORA act = 2; FXIIa mix inh = 4; SF-1 act = 1

# Returning to the listing with the three entries that preceded the break.
SMILES,Her2 expr inh,Hsp90 inh,TNAP act DEA,Cdc25B block,DUSP1 inh,D1 mod,RORA act,FXIIa mix inh,SF-1 act
COc1cc(S(=O)(=O)n2nnc3ccccc32)c(OC)cc1Cl,83,2,0.9,-10,2,-2.6,-6,6,-3
Cc1ccc(OCc2nnc(NC(=O)Cc3cccs3)s2)cc1,66,-19,1,6,29,0.79,-9,5,28
Cc1c(C(Nc2ccccn2)c2ccccc2)c(=O)n(-c2ccccc2)n1C (configuration not stated),121,2,0.9,-29,-23,·,-10,·,2
Cn1c2ccccc2c2c(C(=O)O)cn(C3CCCC3)c(=O)c21,90,-4,0.9,-13,5,·,-12,-1,-11
CSc1nc(C)cc(Oc2ccc(=O)n(C)n2)n1,88,-3,0.9,-4,-4,0.51,-17,11,-11
CC(C)(C)NC(=O)C(c1ccco1)N(C(=O)c1ccc(CN2CCOCC2)o1)c1ccccc1 (configuration not stated),94,-1,1,-3,9,·,-4,-23,5
CCOC(=O)c1c(C)n(C)c2ccc(OC)c(NS(=O)(=O)c3ccc(Cl)s3)c12,74,0,1,-9,-33,0.36,1,-16,1
CC(c1ccccc1)N1CC(C(=O)NC2CCCC2)CC1=O (configuration not stated),99,-1,1.2,-8,-11,-0.51,-25,-26,11
COc1cc2nc(SCC(N)=O)n(CCC3=CCCCC3)c(=O)c2cc1OC,145,1,1,-9,42,0.26,-2,1,-1
N#Cc1ccc(CSCC(=O)O)cc1,115,-2,1,-24,1,-1.1,-16,-6,-3
CN(C)C(CNC(=O)C1CCCN(C(=O)c2ccc(Cl)cc2)C1)c1ccco1 (configuration not stated),110,-5,0.9,0,-2,0.092,-9,14,5
O=c1c2ccccc2sn1-c1cc(S(=O)(=O)N2CCOCC2)ccc1N1CCOCC1,79,-1,0.8,1,25,-0.36,-12,-2,-10
Cc1ccc(/C=c2\sc3nc(-c4ccco4)nn3c2=O)o1,49,-4,1.1,20,9,0.73,13,-14,-2
CCOc1ccccc1N(C(=O)c1snc(C(N)=O)c1N)C(C(=O)NC1CCCC1)c1ccco1 (configuration not stated),192,-1,0.9,6,15,-0.8,4,7,-4
COc1ccc(N(CC(=O)NC2CCCC2)C(=O)Cn2nnc(-c3ccc(C)cc3)n2)cc1,102,4,0.9,-8,19,-0.69,-15,-16,-20
CCCCNC(=O)C1COc2ccccc2O1 (configuration not stated),72,1,1,-1,1,·,-9,-3,14
COC(=O)c1ccc(N2C(=O)CC(SCCN)C2=O)cc1 (configuration not stated),110,0,0.9,-3,-10,-0.69,51*,1,42
COc1ccc(/C(O)=C2/C(=O)C(=O)N(CCCN(C)C)C2c2ccc(C)o2)cc1Cl (configuration not stated),136,-9,0.9,-23,-17,-0.083,-17,·,5
O=C(Nc1ccc2c(c1)OCCO2)C1CCCN1S(=O)(=O)c1cccc2cccnc12 (configuration not stated),84,-1,0.8,-11,-4,0.83,1,-2,4
COc1ccc(-c2nc(CSCC(=O)N3CCN(C4CCCCC4)CC3)c(C)o2)cc1OC,112,-1,0.9,-17,4,1.3,2,-16,6
COC(=O)c1c(C)oc2ccc(OC(=O)c3cccs3)cc12,107,-1,0.9,-6,8,·,10,2,2
OC(COCc1ccc(Cl)cc1)CN1CCN(CC(O)COCc2ccc(Cl)cc2)CC1 (configuration not stated),69,1,0.9,-31,-6,-0.88,-19,1,-6
CC(=O)NC1(c2ccccc2)CCN(C(=O)N2CCOCC2)CC1,100,-5,1,-4,5,0.32,-9,4,3
CCc1ccccc1N(CC(=O)OC)S(C)(=O)=O,75,-2,1,-6,-4,-0.55,-9,0,-3
CCN1C(=S)SC(=O)C1=C1C=C(C)N(Cc2ccco2)C(C)=C1,187,·,0.9,-1,9,-1.6,18,6,53*
COc1ccc(OC)c2[nH]c(=O)c(CCNS(=O)(=O)c3ccccc3)cc12,95,-2,0.9,-3,23,1.8,0,6,0
COc1cccc(OCc2nc3c4cnn(-c5ccccc5)c4ncn3n2)c1,89,0,0.9,0,7,0.21,-18,2,3
COc1ccc2c(c1)CCc1c(C(=O)NCCN3CCOCC3)noc1-2,92,-1,1,-8,-15,-0.31,19,5,-3
# More compounds:
SMILES,Her2 expr inh,Hsp90 inh,TNAP act DEA,Cdc25B block,DUSP1 inh,D1 mod,RORA act,FXIIa mix inh,SF-1 act
CCn1c(SCC(=O)c2ccc3c(c2)OCCO3)nnc1C(C)C,172,0,1,-6,-16,0.067,3,-1,18
COc1ccc(N2CCN(Cc3nc4c(c(=O)n(C)c(=O)n4C)n3CCc3ccccc3)CC2)cc1,78,-2,0.9,-13,3,3.5*,-10,6,19
O=C(Nc1sc2c(c1C(=O)NCc1ccco1)CCCC2)c1ccc2c(c1)OCO2,81,-17,0.9,-2,17,0.72,36,-19,48
COc1ccc(-n2c(SC)nnc2-c2c[nH]c3ccccc23)cc1,79,1,0.9,-2,4,-0.72,-20,14,3
O=C(NCC1CCCO1)c1ccc(COCC(F)(F)C(F)F)cc1 (configuration not stated),109,0,0.9,7,1,0.3,6,14,12
Cc1cc(N)c(NC2=CC(=O)CC(C)(C)C2)cc1C,83,-3,0.9,-19,-4,0.89,70*,6,9

# No enrichment for hits. Share with any hit: about 8.9%.
